FID counter: counter-screen for HCV NS3 helicase inhibitors: DNA intercalator displacement; DNA fluorescent intercalator displacement, fluorescence; inhibition, % at 7.9 µM; 290,000 tested, 0.17% active; in the data active means inhibition above about 37%;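 further: 0% = vehicle and 100% = reference compound; higher means more ethidium bromide displaced from hairpin DNA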
MEKK2 mut-MEK5: signal of MEK5 binding to mutant human MEKK2 PB1 domain; bead flow cytometry, Alexa488-MEK5 binding to MEKK2 mutant; percent response, % at 10 µM; 290,000 tested, 0.35% active; AID 1530; in the data active means percent response above about 24%, passing the limit was not always enough; further: inactives centre near 1; some results filed as inactive read as strong as hits; reference of the scale not given here
PfM18AAP inh: PfM18AAP enzyme inhibition. recombinant PfM18AAP, H-Glu-NHMec fluorogenic cleavage. inhibition, % at 7.35 µM. 290,000 tested, 1.2% active. AID 1822;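 active means inhibition above the campaign mean inhibition over all tested compounds plus 3 SD, cut at about 28% in these data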;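 further: 0% = plate median of test compound wells and 100% = 2 mM ZnCl2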
MEKK2 WT-MEK5: raises or lowers MEK5 binding to wildtype human MEKK2 PB1 domain | Q9Y2U5 | binding response (% of control), % at 10 µM | bead flow cytometry, Alexa488-MEK5 binding to MEKK2 WT; actives lie on both sides | 290,000 tested, 1.1% active; in the data active means binding response below about 67% or above about 130%
MEKK3 PB1 HTS: raises or lowers MEK5 binding to the human MEKK3 PB1 domain | Q99759 | bead-based flow cytometry, Alexa488-MEK5 binding to MEKK3; actives lie on both sides; 0 = blocked by unlabeled MEK5, 100 = vehicle | binding response (% of control), % at 10 µM | 290,000 tested, 1.4% active | AID 1529;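 active means binding response more than 3 SD above or below the average of its plate-row segment, actives on both sides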;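 further: Alexa488 bead fluorescence after subtracting the streptavidin-only scavenger bead signal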
Target sequence (Q99759 whole entry, looked up, the tested form may be a part): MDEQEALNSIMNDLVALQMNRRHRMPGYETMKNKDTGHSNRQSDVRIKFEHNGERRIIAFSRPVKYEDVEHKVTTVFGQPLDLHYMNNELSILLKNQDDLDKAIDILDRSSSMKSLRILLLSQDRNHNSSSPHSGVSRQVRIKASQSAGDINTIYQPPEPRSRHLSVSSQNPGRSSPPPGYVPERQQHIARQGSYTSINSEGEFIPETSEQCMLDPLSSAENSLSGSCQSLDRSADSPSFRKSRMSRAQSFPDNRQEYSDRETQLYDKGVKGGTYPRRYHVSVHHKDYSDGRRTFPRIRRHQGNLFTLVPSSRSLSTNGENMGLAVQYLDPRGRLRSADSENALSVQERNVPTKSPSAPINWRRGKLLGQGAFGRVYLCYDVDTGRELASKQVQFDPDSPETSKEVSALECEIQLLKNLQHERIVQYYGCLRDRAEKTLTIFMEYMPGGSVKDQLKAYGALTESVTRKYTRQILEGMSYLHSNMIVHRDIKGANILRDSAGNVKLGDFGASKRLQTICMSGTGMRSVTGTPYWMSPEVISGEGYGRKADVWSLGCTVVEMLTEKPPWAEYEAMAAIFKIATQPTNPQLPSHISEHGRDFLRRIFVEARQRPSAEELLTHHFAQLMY
OXTR ag: agonists of human oxytocin receptor | P30559 | CHO-OTR cells, Fluo-8 calcium fluorescence; normalized: DMSO 0%, oxytocin 100% | activation, % at 3 µM | 320,000 tested, 0.32% active | AID 2435;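 active means activation above the mean of all tested compounds plus 3 SD, cutoff set per screening run, cut at about 20% in these data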;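 further: peak over basal fluorescence ratio from a 100 s FLIPR kinetic read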
PHOSPHO1 block: PHOSPHO1 (human) inhibition | Q8TCT1 | recombinant PHOSPHO1, absorbance phosphatase assay | inhibition, % at 13.3 µM | 290,000 tested, 1.1% active | AID 1565; in the data active means inhibition above about 60%
GPR7 antag: human neuropeptides B/W receptor 1 antagonism. GPR7-expressing cells, fluorescence antagonist assay. 290,000 tested, 1.1% active. P48145. AID 1861. inhibition, % at 4.4 µM; in the data active means inhibition above about 16%, passing the limit was not always enough;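 further: cells stimulated with the agonist NPW; 0% = agonist with vehicle and 100% = vehicle without agonist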
Target sequence (P48145 whole entry, looked up): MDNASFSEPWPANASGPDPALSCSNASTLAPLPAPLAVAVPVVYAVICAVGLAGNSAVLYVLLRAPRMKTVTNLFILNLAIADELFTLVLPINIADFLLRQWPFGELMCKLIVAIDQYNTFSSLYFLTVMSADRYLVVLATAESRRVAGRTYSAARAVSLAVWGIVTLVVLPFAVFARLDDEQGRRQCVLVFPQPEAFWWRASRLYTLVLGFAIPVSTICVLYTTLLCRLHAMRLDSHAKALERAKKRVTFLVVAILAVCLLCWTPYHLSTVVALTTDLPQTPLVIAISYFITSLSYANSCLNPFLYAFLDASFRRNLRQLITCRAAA
NALP1 yeast inh: blocks the NALP1 inflammasome reconstituted in yeast | S. cerevisiae NALP1/ASC/caspase-1 growth, X-gal OD620, 72 h | inhibition, % at 10 µM | 280,000 tested, 0.61% active | AID 2071; in the data active means inhibition mostly above about 24%, no sharp cut-off; inactive means mostly below about 32%; further: some compounds called inactive have numbers as strong as hits
Starred values were filed as active, the others as inactive; x = no result given; & = joins results of further samples.

SMILES	FID counter	MEKK2 mut-MEK5	PfM18AAP inh	MEKK2 WT-MEK5	MEKK3 PB1 HTS	OXTR ag	PHOSPHO1 block	GPR7 antag	NALP1 yeast inh
S=C1NC2(CCCCC2)N=C1c1ccccc1	-1	-4	-7	94	91	-1.6	-9	-3	-11
O=C(OCn1nnc2ccccc2c1=O)c1ccc(N2CCOCC2)c([N+](=O)[O-])c1	-12	-2	-5	97	94	1.6	-8	-12	31
CC(C)c1ccc(/C=C/C(=O)N2CCc3ccccc3C2)cc1	-7	-5	2	93	95	2.6	-4	8	28
CCOC(=O)C1CCCN(C(=O)COc2ccccc2F)C1 (stereo unspecified)	-2	-1	-1	103	112	0.1	28	2	-29
Cc1c(C(=O)N2CCC(C)CC2)cccc1[N+](=O)[O-]	-3	-7	-1	104	112	-0.7	-3	1	-2
COc1ccc(C(=O)N/C(=C\c2ccc3c(c2)OCO3)C(=O)Nc2ccc(C(=O)O)cc2)cc1	-33	-5	0	95	99	-0.2	32	-7	1
O=c1cc(CN2CC(O)Cc3ccc4ccccc4c32)nc2sccn12 (stereo unspecified)	-29	0	0	102	105	4.5	28	-5	-7
CCNc1nc(NCC)n2c(SCC(=O)O)nnc2n1	1	7	2	103	101	1.2	15	-11	8
Cc1cc(S(=O)(=O)N2CC(=O)N(CCc3ccccc3)C(=O)C2)ccc1F	-2	3	-4	102	96	-0.9	0	-2	8
Cc1cc2nc(-c3ccc[nH]c3=O)n(Cc3ccc(F)cc3)c2cc1C	-30	3	-1	105	101	3.3	28	-1	12
O=C(NCCc1ccccc1Cl)C1CCN(S(=O)(=O)c2cccs2)CC1	-18	5	0	98	101	1.5	-11	3	36
Cc1ccc(C(=O)OCC(=O)c2cc(C)n(CC3CCCO3)c2C)cc1 (stereo unspecified)	-22	4	-9	98	101	-1.0	24	4	12
CCOC(=O)c1ccc(Oc2nc(NC)nc(OC)n2)cc1	-11	3	-1	109	104	1.1	28	-8	16
Cc1cc2c(c(=O)n1Cc1cccnc1)C(c1ccc(F)cc1)C(C#N)=C(N)O2 (stereo unspecified)	-3	-1	-4	99	103	-0.6	2	1	4
Cc1ccc2[nH]c(=O)c(CN(CC3CCCO3)C(=S)NCc3ccco3)cc2c1 (stereo unspecified)	-31	1	-10	105	101	-2.5	-18	-2	5
CC(=O)c1sc(NC(=O)c2cnc(Cl)c(Cl)c2)nc1C	-6	1	-2	99	100	7.5	30	-4	11
Cc1ccc2oc(C(=O)N3CCN(Cc4ncccc4C)CC3)c(C)c2c1	-39	5	3	103	102	-0.6	48	-12	-1
CC(C)(C)NC(=O)NC(=O)CN1CCN(c2ccc(O)cc2)CC1	-11	-3	26	92	94	-0.2	-5	-5	-2
COc1cccc(CNC(=O)C2CCN(S(=O)(=O)N3CCCCC3)CC2)c1	-12	-4	2	84	73	1.9	19	-12	17
Cc1ccc(N(C(=O)CS(=O)CC(=O)Nc2ccc(F)cc2)C(C(=O)NC2CCCCC2)c2ccco2)cc1 (stereo unspecified)	-5	0	-13	105	132*	-0.8	-21	5	23
COCCOCC(O)CN1CCN(c2ccccc2)CC1 (stereo unspecified)	6	1	18	102	100	0.3	20	3	7
O=C(C1CC1)N1CCC(c2nc(-c3ccc(S(=O)(=O)N4CCCC4)cc3)no2)CC1	-30	-3	-13	94	96	3.0	2	8	6
OCCC1CN(Cc2ccc3c(c2)CCO3)CCN1C1CCCC1 (stereo unspecified)	1	1	0	109	108	1.1	32	6	5
COc1ccc(-c2nc3ncccn3c2Br)cc1	-1	-3	2	93	98	-1.6	32	-8	10
CC(NC(=O)C1CCCN(S(=O)(=O)c2cnc[nH]2)C1)c1ccccc1 (stereo unspecified)	0	0	0	102	102	1.8	0	-4	-2
N#C/C(=C\c1ccco1)C(=O)NCC1CCCO1 (stereo unspecified)	-7	0	2	97	96	0.4	-4	-3	18
COCCn1c(SCC(=O)NNC(=O)Cc2ccccc2)nc2ccccc2c1=O	-6	-5	1	96	99	-0.1	2	-1	8
O=C(Cc1ccccc1[N+](=O)[O-])N1CCN(c2ccccc2F)CC1	-3	7	1	108	105	0.3	14	0	36
O=C(CC1C(=O)NCCN1Cc1ccccc1C(F)(F)F)NCCc1ccccn1 (stereo unspecified)	-13	-8	3	91	96	0.3	48	8	16
Fc1cccc(CNCC2CCCO2)c1 (stereo unspecified)	-4	3	0	102	104	-0.1	40	16	32
Cc1ccnn1CCC(=O)N1CCCC(CCC(=O)NCc2ccccc2F)C1 (stereo unspecified)	-11	-7	-5	102	98	0.3	33	-10	11
O=Cc1ccc(-n2cncn2)cc1	2	-5	-5	92	104	-0.5	32	-10	8
COc1cc(CC2COC(=O)C2(O)Cc2ccc(O)c(OC)c2)ccc1O (stereo unspecified)	x	5	x	96	108	10	-10	x	7
O=C1CN(C(=O)c2ccccc2F)C(c2ccc(F)cc2)c2cc(Br)ccc2N1 (stereo unspecified)	-34	5	0	100	103	-2.3	x	-9	4
OC(COc1cccc2ccccc12)CN1CCN(c2cccc(Cl)c2)CC1 (stereo unspecified)	6	6	-2	99	100	2.1	-3	-6	18
O=C(Nc1ccccc1)/C(=C/c1cccnc1)NC(=O)c1ccco1	-4	0	-5	106	129*	0.7	7	-6	24
COc1ccc(C)cc1NS(=O)(=O)c1ccc2c(c1)n(C)c(=O)n2C	-7	6	3	102	101	2.0	39	-14	9
FC(F)(F)c1ccccc1C1C2=C(Nc3ncnn31)c1ccccc1CCC2 (stereo unspecified)	-9	0	-6	102	99	x	-45	-13	4
CCn1c(=NC(=O)c2ccc(S(=O)(=O)N(C)C)cc2)sc2cccc(OC)c21	-8	-2	0	91	102	0.3	20	-7	11
O=[N+]([O-])c1ccc(Sc2n[nH]c(-c3ccc(Cl)cc3Cl)n2)nc1	4	10	-1	110	108	12	67*	-9	6
N=C(N)CCCOc1ccccc1-c1ccccc1	18	-1	-9	106	101	-1.6	21	-12	31
Cc1ccc(NC(=O)c2ccc(N/N=C/c3cccc(O)c3)c([N+](=O)[O-])c2)cc1	4	20	-5	101	104	-1.0	28	-6	8
CC1CC(C)CN(C(=O)Cn2c(SCC(=O)N3CCc4ccccc4C3)nc3ccccc32)C1 (stereo unspecified)	-19	0	5	102	87	-2.7	-8	-14	-5
O=C1C[C@H]2[C@H](CO)[C@@H](OC(=O)c3ccc(-c4ccccc4)cc3)C[C@H]2O1	-11	5	-8	102	101	0.1	15	1	8
COc1ccc(CCC(C)Nc2cccc(C)c2)cc1 (stereo unspecified)	-7	4	8	105	101	-1.0	34	17	1
CN1C(=O)/C(=C/c2ccc(O)c([N+](=O)[O-])c2)NC1=S	9	3	11	90	105	-2.5	17	-4	8
NS(=O)(=O)c1ccc(NNC(=O)c2ccccc2)cc1	-4	0	21	98	101	-0.2	27	-7	x
O=C(Cc1c(F)cccc1Cl)Nc1ccccn1	-1	6	3	109	102	x	34	-11	-9
Cc1ccccc1OC1CCN(C(=O)c2cc(COc3ccccc3)on2)CC1	-29	4	0	103	103	2.2	-10	-15	0
Fc1ccc(-c2csc(=S)[nH]2)cc1	-2	-21	21	75	75	-0.2	6	7	2
Cc1ccccc1-c1nc(CS(=O)(=O)CC(=O)NCCCN2CCOCC2)c(C)o1	9	2	-5	107	105	0.3	29	-3	13
Cc1ccc(S(=O)(=O)ON2C(=O)c3cccc4cccc(c34)C2=O)cc1	0	-2	-12	104	106	-0.3	-4	-1	-1
CC(C)CN(CCCNC(=O)CC1Oc2ccccc2NC1=O)CC(C)C (stereo unspecified)	7	1	3	98	92	-0.4	18	-18	27
CCn1cc(CNCc2cn[nH]c2-c2cc3ccccc3o2)cn1	12	5	-6	103	99	0.4	32	-13	-8
NC(=O)CC(NSc1ccccc1[N+](=O)[O-])C(=O)O (stereo unspecified)	-3	4&1	19	109&100	107&105	0.8	32	-4	-6
Cc1ccccc1N(CC(=O)NCCc1ccccc1)C(=O)c1csnn1	-17	-1	-9	97	100	1.3	23	-9	-5
CCc1c(C)nc(N2CCN(c3ccccc3)CC2)[nH]c1=O	-18	0	0	105	98	2.2	14	-7	-7
Cc1cc2c(c(=O)n1CCCn1ccnc1)C(c1ccco1)C(C#N)=C(N)O2 (stereo unspecified)	13	-3	28*	98	100	0.3	-8	8	12
C/C(=N/NC(=O)C(O)(c1ccccc1)c1ccccc1)c1ccc([N+](=O)[O-])o1	-2	-11	2	85	93	-2.1	6	15	22
CCOc1ccc(S(=O)(=O)N2CCCC2)cc1	1	7	9	112	111	-0.7	12	2	12
Continuation:
SMILES	FID counter	MEKK2 mut-MEK5	PfM18AAP inh	MEKK2 WT-MEK5	MEKK3 PB1 HTS	OXTR ag	PHOSPHO1 block	GPR7 antag	NALP1 yeast inh
CNC(=O)c1cc2cc(Cl)cc(OC)c2oc1=O	0	-4	-6	103	101	-0.1	x	-14	x
Cc1ccc(C)c(S(=O)(=O)N2CCCOC2CNC(=O)C(=O)NCc2cccs2)c1 (stereo unspecified)	-35	10	1	110	106	1.0	32	-11	-4
CCc1cc(C(=O)OC)c(NC(=O)CSc2nccn2C)s1	-16	3	0	103	93	-1.2	38	-19	6
Cc1cc(C)c(C#N)c(SCc2ccc([N+](=O)[O-])cc2)n1	10	3	-2	93	98	0.5	5	5	6
Cc1cccc2cc(CN(Cc3ccco3)S(=O)(=O)c3ccc4c(c3)OCCO4)c(=O)[nH]c12	-3	-2	-1	100	94	-1.4	-6	-8	2
CCCC(=O)Nc1ccc(-c2ccc(NC(=O)CCC)cc2)cc1	-2	10	6	119	100	0.6	6	-10	23
CC(C)[C@H](NC(=O)[C@@H]1Cc2ccccc2CN1C(=O)OC(C)(C)C)C(=O)NCc1ccco1	-42	-2	7	93	96	-1.9	36	17	12

No enrichment for hits (roughly 6.2% active in at least one column).
